# Bioassay records from PubChem BioAssay.
# ROCK2 blocker – ROCK2 (human) kinase inhibition; O75116; purified ROCK2, Kinase-Glo ATP depletion luminescence; inhibition, % at 6 µM; actives 0.35% (n = 60,000); AID 604;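 active means inhibition above the screen-wide mean inhibition plus 3 SD, cut at about 18% in these data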;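 further: plate controls were DMSO wells for no effect and Y-27632 control wells after no-enzyme background subtraction for full effect; many of its hits are not listed in these tables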
# E coli RNAP – blocks E. coli RNA polymerase transcription; P0A8V2; fluorescence transcription assay; inhibition, %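 (tested at 10 µM)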; actives 0.2% (n = 62,000); in the data active means inhibition above about 20%;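 further: 0% = enzyme without compound and 100% = no enzyme blank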
# CatB mix inh – human cathepsin B inhibition by mixtures; P07858; Purified cathepsin B, AMC dipeptide fluorescence, compound mixtures; inhibition, %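 (ten-compound pools at 5 µM per compound and 50 µM total)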; actives 0.06% (n = 62,000); AID 488; in the data active means inhibition above about 22%, passing the limit was not always enough;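 further: 0% = enzyme without compound and 100% = no enzyme blank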
# JNK3 blocker – inhibitors of human JNK3 kinase | P53779 | purified JNK3 kinase activity, HTS | inhibition, % at 8 µM | actives 0.61% (n = 60,000) | AID 746; in the data active means inhibition above about 17%;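 further: 0% = DMSO and 100% = reference inhibitor; many of its hits are not listed in these tables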
# Target sequence (P53779 whole entry, looked up): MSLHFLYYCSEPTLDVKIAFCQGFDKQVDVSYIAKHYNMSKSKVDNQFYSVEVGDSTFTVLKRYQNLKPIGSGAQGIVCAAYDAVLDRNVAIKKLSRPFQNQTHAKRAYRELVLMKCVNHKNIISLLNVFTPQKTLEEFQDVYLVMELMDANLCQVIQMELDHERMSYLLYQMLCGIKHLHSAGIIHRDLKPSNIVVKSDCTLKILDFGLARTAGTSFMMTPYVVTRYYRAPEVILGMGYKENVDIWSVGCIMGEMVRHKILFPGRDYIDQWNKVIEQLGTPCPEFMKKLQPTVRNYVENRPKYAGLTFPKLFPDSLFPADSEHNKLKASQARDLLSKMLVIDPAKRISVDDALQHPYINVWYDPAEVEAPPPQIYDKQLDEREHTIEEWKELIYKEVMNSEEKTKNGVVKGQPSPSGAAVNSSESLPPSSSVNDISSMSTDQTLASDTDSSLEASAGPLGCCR
# CatB inh – inhibitors of human cathepsin B. purified cathepsin B, fluorogenic substrate, fluorescence. inhibition, %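 (tested at 10 µM)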. actives 0.1% (n = 63,000); in the data active means inhibition above about 21%;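 further: 0% = enzyme with no compound and 100% = no enzyme blank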
# RORa activator – RORA (human) activation; CHO-K1 Gal4-RORA LBD luciferase reporter, luminescence; percent increase over mock-subtracted basal signal; P35398; actives 1.5% (n = 65,000); activation, % at 10 µM;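 active means activation above the mean of all tested compounds plus 3 SD, cut at about 49% in these data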;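 further: 0% = DMSO-treated RORA cells and 100% = added signal equal to DMSO minus mock-transfected cells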
# PKA inh – PKA (human) kinase inhibition | P17612 | PKA Kemptide phosphorylation, Kinase-Glo ATP luminescence | inhibition, % at 6 µM | actives 0.1% (n = 65,000) | AID 524;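 active means inhibition above the screen-wide mean inhibition plus 3 SD, cut at about 21% in these data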; further: many of its hits are not listed in these tables
# CatS inh – inhibitors of human cathepsin S; recombinant cathepsin S, AMC dipeptide fluorescence, pooled mixtures; actives 0.06% (n = 62,000); inhibition, %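 (tested at 5 µM per compound within 10-compound mixtures)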; AID 501; P25774; in the data active means inhibition above about 32%, passing the limit was not always enough;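 further: 0% = enzyme without compound and 100% = blank without enzyme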
# Target sequence (P25774 115-331 limits assumed): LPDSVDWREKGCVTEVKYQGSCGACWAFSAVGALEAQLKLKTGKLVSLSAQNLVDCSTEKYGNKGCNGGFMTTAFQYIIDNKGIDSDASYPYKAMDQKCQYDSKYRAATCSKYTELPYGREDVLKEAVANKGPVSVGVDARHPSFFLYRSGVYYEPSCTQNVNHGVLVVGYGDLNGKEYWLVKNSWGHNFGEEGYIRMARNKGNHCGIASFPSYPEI
# AP ELISA ortho – orthogonal test for alternative complement pathway inhibitors; actives 0.08% (n = 62,000); inhibition, % at 5 µM; Human serum alternative complement pathway, LPS-coated ELISA, C3 deposition; tested in compound mixtures;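 active means inhibition above 30% in each of the two pooled mixtures holding the compound, so the lower value exceeds 30%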;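 further: 0% = serum in Mg-EGTA without compound and 100% = EDTA serum blank; some compounds past the cut are filed as inactive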
#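 Test system: human serum alternative complement pathway, C3 deposition on LPS-coated wells; also added: Plate-bound LPS; doses: 5 µM per compound in ten-compound mixtures; schedule: 1 h at 37 °C; detection: Anti-C3 ELISA, OD 450 nm; evaluation: percent inhibition of C3 deposition onto LPS; repeats: two pool placements per compound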
# The depositor's hits bear a star; / = not tested or not shown.
SMILES,ROCK2 blocker,E coli RNAP,CatB mix inh,JNK3 blocker,CatB inh,RORa activator,PKA inh,CatS inh,AP ELISA ortho
Cc1ccc2cc(CN(Cc3ccco3)C(=O)c3ccccc3)c(=O)[nH]c2c1C,1,1,4,-3,7,9,8,9,-13
CCSc1nnc(NC(=O)C2CCCN(S(=O)(=O)c3cnc[nH]3)C2)s1 (stereo not given),4,3,4,2,-1,-15,3,2,20
CCCCN(Cc1cc2cc(OC)ccc2[nH]c1=O)C(=O)COc1ccccc1,7,5,6,7,3,1,5,-2,6
CCOC(=O)N1CCN(C(=O)CN(Cc2ccccc2)S(C)(=O)=O)CC1,-6,2,4,4,1,-27,-3,-8,16
CCCOc1ccc(-c2nc(C#N)c(N3CCN(CC)CC3)o2)cc1,-2,-1,0,-8,1,4,0,14,16
O=C1CCc2cc(S(=O)(=O)N3CCC(C(=O)NC4CCCCCCC4)CC3)ccc2N1,3,6,5,-4,5,-4,6,7,8
Cc1nc(C)c(C(=O)Nc2cccc(C)c2C)o1,0,12,6,3,8,-12,-3,12,6
Cc1nn(C)c(C)c1S(=O)(=O)N1CCC(C(=O)Nc2ccc3c(c2)OCCO3)CC1,3,5,3,-9,0,-18,1,-3,19
CC(=O)Nc1ccc(NC(=O)CSc2nccn2Cc2ccccc2)cc1,2,-1,-1,4,7,-11,5,-7,18
O=C(NCc1ccco1)C1CCN(S(=O)(=O)N2CCOCC2)CC1,4,-2,-1,1,7,3,2,-5,18
C=CCn1c(SCC(=O)Nc2cc(C)cc(C)c2)nnc1-c1cnccn1,2,7,-2,-2,0,-5,5,3,-9
CSC1=NCCN1C(=O)c1ccco1,4,1,0,-1,3,-6,3,-7,23
COc1cc(C)c(C)cc1S(=O)(=O)N1CCCCC1c1cccnc1 (stereo not given),7,9,3,8,1,1,6,-1,13
CCOC(=O)CN1CC23C=CC(O2)C(C(=O)NC2CCCCCC2)C3C1=O (stereo not given),3,5,5,3,9,-5,4,14,-5
CCCC(=O)N1CCN(c2ccc(NC(=O)c3cc4ccccc4o3)cc2)CC1,1,11,11,5,3,0,-2,20,-3
COC(=O)c1ccc(-n2nnnc2SCC(=O)Nc2cc(OC)ccc2OC)cc1,6,0,11,5,-7,-16,10,-5,23
O=c1c2ccccc2c(/C=N/n2cnnc2)c(O)n1-c1ccccc1,6,7,3,2,1,0,11,13,-5
Cc1cc(C)n(-c2nc3ccccc3nc2N2CCN(S(=O)(=O)c3ccc(F)c(C)c3)CC2)n1,8,3,2,1,6,4,10,10,8
CN1CC2CCCC3(C1)C(=O)NC1(CCCCC1)N=C23 (stereo not given),0,0,6,-1,7,-12,8,13,-18
COc1cc(C2NC(=O)c3ccccc3O2)cc(OC)c1OC (stereo not given),6,2,4,3,-1,-10,6,7,-7
CCCn1c(O)c(CN2CCCC(C)C2)c(C)c(C#N)c1=O (stereo not given),0,9,4,-5,0,-27,6,5,-2
COc1ccc(C(=O)NCCCn2ccnc2)cc1,/,2,2,/,4,-4,2,-1,20
N#C/C(C(=O)N1CCOCC1)=C1\Nc2ccccc2S1,-10,3,0,1,3,41,-6,-1,13
Cc1ccnc(SCCn2c(N3CCOCC3)nc3c2c(=O)[nH]c(=O)n3C)n1,6,/,/,1,/,-10,0,/,/
CCCC(=O)c1c(NC(C)C)cc(C)oc1=O,5,7,6,7,3,-2,3,6,-4
COc1cc(NC(=O)Cn2nnc(-c3ccncc3)n2)cc(OC)c1,4,12,4,-1,6,2,0,17,6
COc1ccc(OC)c(S(=O)(=O)NCCC2=CCCCC2)c1,2,4,-7,1,-1,-8,3,-9,12
CCOC(=O)c1c(COc2ccccc2)oc2ccc(O)cc12,0,1,1,-6,4,0,-2,1,-26
Cc1nc(NCCN)c(C#N)c2c1COC(C)(C)C2,12,/,/,4,-2,-7,4,/,/
CN(C)CCCNC(CC(=O)Nc1ccc(Cl)cc1)C(=O)O (stereo not given),5,4,-3,0,-2,3,4,1,0
O=S(=O)(NCCSc1ccccc1)c1ccc2c(c1)OCCO2,/,-3,-2,/,1,/,/,-3,7
CCOc1ccc2c(c1)n(CO)c(=S)n2CO,0,6,4,-5,-7,-2,6,4,3
CC(=O)Nc1nonc1-c1ccccc1,6,-3,-2,5,-1,27,9,0,-9
N#CCCN(C(=O)Nc1ccc(Cl)cc1)c1ccccc1,6,-6,5,5,3,6,10,-9,-5
CCOC(=O)c1sc(=NC(=O)c2ccc(OC)c(OC)c2)n(C)c1C,-6,9,3,-8,-3,-8,-8,8,-4
CNc1nc2c(c(=O)[nH]c(=O)n2C)n1CCOC,0,10,2,4,1,-9,-6,6,1
O=C(NC1CCCCC1)C(c1cccs1)N(CC1CCCO1)C(=O)c1csnn1 (stereo not given),-4,-9,-5,5,-3,-13,-3,-15,16
O=C(CSc1nnc(-c2ccco2)n1-c1ccccc1)NCc1ccc2c(c1)OCO2,-6,1,3,-7,-1,-9,-6,-3,18
c1nnc2c3c4c(sc3ncn12)CCC4,1,6,3,-3,-5,5,2,4,3
CCOC(=O)COc1ccc2c(c1)C(=O)CC1(CCN(C(C)=O)CC1)O2,/,0,0,/,6,-8,10,-6,6

# Record cards (already shown). Order of screens: ROCK2 blocker	E coli RNAP	CatB mix inh	JNK3 blocker	CatB inh	RORa activator	PKA inh	CatS inh	AP ELISA ortho
# Shown for CCCn1c(O)c(CN2CCCC(C)C2)c(C)c(C#N)c1=O (stereo not given) = 0	9	4	-5	0	-27	6	5	-2
# Shown for COc1ccc(OC)c(S(=O)(=O)NCCC2=CCCCC2)c1 = 2	4	-7	1	-1	-8	3	-9	12

# Continuation.
SMILES,ROCK2 blocker,E coli RNAP,CatB mix inh,JNK3 blocker,CatB inh,RORa activator,PKA inh,CatS inh,AP ELISA ortho
O=c1c2ccccc2ncn1C1CCCCC1,1,2,5,12,2,-1,-1,2,15
CCn1c(=N)c(C(=O)NCc2cccnc2)cc2c(=O)n3cccc(C)c3nc21,2,-21,-3,5,-12,4,6,-14,24
Cc1ccccc1CN1CCNC1=O,10,9,7,5,-5,-3,10,8,12
Cc1ccccc1-c1nc(Cc2ccc(Cl)cc2)no1,7,10,-8,3,4,2,4,16,-7
COc1cccc(-n2c(SCC(=O)NC(C)(C)C)nnc2-c2ccoc2C)c1,2,-7,-4,-2,0,-25,-1,3,5
COc1ccc(NC(=O)c2nnn(Cc3cccc(F)c3)c2N)c(OC)c1,-1,8,2,5,3,-10,6,-5,12
Clc1ccc(-c2noc(COc3ccccc3)n2)cc1,-2,2,0,-8,3,-9,-2,9,3
Nc1ccc2cn[nH]c2c1,23*,8,10,0,5,-5,8,29,-22
O=C(NCc1cccs1)C1CCN(S(=O)(=O)c2cccc3cccnc23)CC1,-3,9,3,2,8,-4,1,24,1
COC(=O)c1ccc(NC(=O)COc2ccc(S(=O)(=O)NC(C)C)cc2)cc1,7,12,-1,-8,1,11,8,-2,-14
Cc1cccc(-c2noc(CN(C)S(=O)(=O)c3cc(Cl)ccc3Cl)n2)c1,3,-7,-7,3,2,-4,8,-15,-10
Cc1nn(C(C)C(=O)N2CCCCC2)c(=O)c2c1sc1ccccc12 (stereo not given),-3,-8,-2,-6,3,-9,-1,-11,2
COc1ccc2c(CC(=O)N3CCN(S(=O)(=O)c4cccs4)CC3)coc2c1,5,2,-3,4,2,-2,9,-1,-1
CN(C)CCCN1C(=O)C(=O)/C(=C(/O)c2ccccc2)C1c1ccccn1 (stereo not given),10,5,/,1,4,-18,1,/,/
CC(C)OCP(=O)(c1ccccc1)c1ccccc1,3,7,0,-10,5,16,-1,2,2
CCc1c(C)[nH]c2ccccc2c1=O,-5,-8,-1,-6,3,-27,-2,0,-16
OCn1ncn(-c2ccccc2)c1=S,-4,6,-8,0,6,-15,-2,-18,9
Cc1ccc2[nH]c(=O)c(CN(CCc3ccccc3)Cc3nnnn3CC3CCCO3)cc2c1 (stereo not given),4,3,5,-4,9,-2,8,21,-12
CN=c1scc(C)n1/N=C/c1ccc(O)cc1,5,0,4,-16,1,1,6,1,4
CC(=O)CSc1ncnc2c1oc1ccccc12,9,13,-2,8,6,8,5,-4,-5

# Shown as a hit in ROCK2 blocker, of those listed so far:
canonical_smiles,ROCK2 blocker,E coli RNAP,CatB mix inh,JNK3 blocker,CatB inh,PKA inh,CatS inh,AP ELISA ortho
Nc1ccc2cn[nH]c2c1,23*,8,10,0,5,8,29,-22

# More structures follow.
SMILES,ROCK2 blocker,E coli RNAP,CatB mix inh,JNK3 blocker,CatB inh,RORa activator,PKA inh,CatS inh,AP ELISA ortho
COc1ccc(-c2cn3cccnc3n2)cc1NC(=O)CC(C)C,/,0,-9,/,2,-22,-3,-1,10
Cn1c(=O)[nH]c(=O)c2c1nc(Sc1ccccc1)n2CCc1ccccc1,5,6,-4,-12,2,-13,4,0,-1
CC1CCN(S(=O)(=O)c2ccc(Cl)cc2Br)CC1,7,/,0,3,/,3,9,-3,21
Cc1cccc(OCCC(=O)OCC(=O)N2CCc3ccccc32)c1,1,12,3,0,4,-30,3,-7,-2
CSc1ncccc1C(=O)OCC(=O)NC1CCS(=O)(=O)C1 (stereo not given),7,11,2,14,0,18,12,11,0
CCC(=O)Nc1ccc(-c2nn3c(C)nnc3s2)cc1,12,1,5,4,0,2,13,3,16
CCCc1nc2c(=O)[nH]c3ccccc3c2o1,6,4,2,4,5,6,9,1,8
O=C(NCC1CCCO1)C1c2ccccc2C(=O)N1C1CCCCCCC1 (stereo not given),2,7,-3,0,-1,13,11,10,-1
CCOC(=O)C1=C(N)OC2=C(C(=O)CCC2)C1c1ccccc1OCC (stereo not given),6,-1,2,-3,-8,-13,7,0,6
O=C1C2C3C=CC(C3=C3CCCCC3)C2C(=O)N1Cc1ccccc1 (stereo not given),1,-2,8,5,1,17,0,7,14
COc1ccccc1N(CC(N)=O)S(=O)(=O)c1ccc(C)cc1,0,6,-1,2,0,-17,0,3,11
CCOc1ccc(NC(=O)CSc2nc3ccccc3c(=O)n2CCNC(C)=O)cc1,8,7,-2,-2,-5,-2,13,5,-5
CCOC(=O)Cc1nnc(NC(=O)CSc2nnc3c4ccccc4n(C(C)C)c3n2)s1,4,9,6,-2,1,-5,2,7,4
O=C1c2ccccc2C(=O)N1C/C=C/c1ccccc1,2,9,5,10,2,26,6,0,2
COc1ccc(C(CNC(=O)c2cccnc2SC)N2CCOCC2)cc1 (stereo not given),4,5,-1,1,1,8,11,1,-10
CC(C)(C)c1nc2scc(-c3cccs3)c2c(=O)o1,7,3,-9,5,1,5,6,12,-3
CCCN1C(=O)C(O)(C/C(C)=N/O)c2ccccc21 (stereo not given),5,8,5,1,5,-11,11,2,18
CCCCC(c1nnnn1C1CCCC1)N1CCN(C2CCCC2)CC1 (stereo not given),3,0,3,1,-1,-15,13,0,27
CCCOc1cccc(NC(=O)c2c(-c3ccccc3)noc2C)c1,7,0,-4,6,-2,-3,8,5,12
Cc1cc(C)cc(OCC(=O)Nc2ccc(N3CCN(S(C)(=O)=O)CC3)cc2)c1,-2,-5,-2,-6,1,0,-7,-5,-18
Cc1ccc(Oc2ccc(NC(=O)c3ccco3)cc2)cc1,0,8,1,6,1,46,5,3,2
Cc1sc2ncnc(SCc3ccco3)c2c1C,-2,10,0,-10,3,-8,0,10,1
O=C(OCC(=O)N1CCN(C(=O)c2ccco2)CC1)c1ccccc1OCc1ccc(Cl)cc1,5,7,1,-2,2,-3,6,11,9

# Among those listed so far, these contain a tert-butyl group:
SMILES,ROCK2 blocker,E coli RNAP,CatB mix inh,JNK3 blocker,CatB inh,RORa activator,PKA inh,CatS inh,AP ELISA ortho
COc1cccc(-n2c(SCC(=O)NC(C)(C)C)nnc2-c2ccoc2C)c1,2,-7,-4,-2,0,-25,-1,3,5
CC(C)(C)c1nc2scc(-c3cccs3)c2c(=O)o1,7,3,-9,5,1,5,6,12,-3

# This is a subset. The share of hits here may be higher or lower than overall.
